KCNQ2 block: KCNQ2 potassium channel inhibitors, primary screen, cell-based, CHO-K1, FluxOR thallium flux, B-score (AID 2156) | Potassium voltage-gated channel subfamily KQT member 2 (Rattus norvegicus), O88943 | 20 min; active compounds read low | 1.1% of 310,000 active | B-score at 10 µM;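 active means fluorescence ratio B-score at most minus 3 library SDs, with starting brightness B-score within 2 library SDs, cut at about -5.5 in these data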
STK33 kinase inh: inhibitors of purified STK33 kinase, primary screen, biochemical, ADP-Glo luminescence, homogeneous, cell-free; Serine/threonine-protein kinase 33 (Homo sapiens), Q9BYT3; MBP phosphorylation; inhibition, % at 10 µM; 0.073% of 320,000 active; AID 2661, 2010;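 active means inhibition at or above 25%, using the most active replicate where run in duplicate; inactive means inhibition below 25%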
Target sequence (Q9BYT3 whole entry, looked up): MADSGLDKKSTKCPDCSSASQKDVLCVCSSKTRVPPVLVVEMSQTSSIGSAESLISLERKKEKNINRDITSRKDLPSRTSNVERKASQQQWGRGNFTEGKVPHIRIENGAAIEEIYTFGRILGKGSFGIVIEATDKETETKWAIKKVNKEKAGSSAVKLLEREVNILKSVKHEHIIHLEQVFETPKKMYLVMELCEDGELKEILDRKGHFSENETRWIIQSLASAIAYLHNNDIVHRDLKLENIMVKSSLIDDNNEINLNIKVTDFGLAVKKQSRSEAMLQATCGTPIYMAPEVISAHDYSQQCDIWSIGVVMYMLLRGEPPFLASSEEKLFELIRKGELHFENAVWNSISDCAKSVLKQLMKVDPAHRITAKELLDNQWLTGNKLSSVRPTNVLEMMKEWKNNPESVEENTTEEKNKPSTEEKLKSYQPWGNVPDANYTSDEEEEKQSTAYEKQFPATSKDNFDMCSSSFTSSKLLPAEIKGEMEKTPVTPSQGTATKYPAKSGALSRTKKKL
OX1R FRET antag: antagonists of human orexin 1 receptor (OX1R); Orexin/Hypocretin receptor type 1 (Homo sapiens), O43613; 1.8% of 330,000 active; OX1R-expressing cells, FRET antagonist read-out; inhibition, % at 6.6 µM; in the data active means inhibition mostly above about 38%, no sharp cut-off; inactive means mostly below about 40%;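 further: 0% = agonist challenge alone and 100% = reference antagonist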
Target sequence (O43613 whole entry, looked up): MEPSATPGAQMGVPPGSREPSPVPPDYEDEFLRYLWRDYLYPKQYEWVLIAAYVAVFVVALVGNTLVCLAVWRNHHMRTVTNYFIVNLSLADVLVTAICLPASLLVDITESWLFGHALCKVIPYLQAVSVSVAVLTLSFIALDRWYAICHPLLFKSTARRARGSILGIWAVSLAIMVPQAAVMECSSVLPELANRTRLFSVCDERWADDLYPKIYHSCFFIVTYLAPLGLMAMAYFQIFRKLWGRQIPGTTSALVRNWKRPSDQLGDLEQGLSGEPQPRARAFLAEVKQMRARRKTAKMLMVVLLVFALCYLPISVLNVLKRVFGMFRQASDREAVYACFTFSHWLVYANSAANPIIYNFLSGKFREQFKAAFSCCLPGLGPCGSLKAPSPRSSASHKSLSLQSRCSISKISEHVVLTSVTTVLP
* marks the source's active call; other numbers are inactive results; i = inactive; . = not tested or not shown. Compounds were not picked by outcome; about 2.7% have a hit in one of these screens.

KCNQ2 block | OX1R FRET antag | STK33 kinase inh | canonical_smiles
. | 40 | -0.8 | COc1ccccc1-n1cnnc1SCc1csc(-c2ccccc2)n1
. | 18 | -1.6 | CCCCCCC(=O)N(O)C1CC(=O)N(Cc2ccccc2)C1=O (stereo not given)
i | 9 | -1.3 | COc1cc(CNC2CCCCC2OC)cc(OC)c1 (stereo not given)
i | 4 | -1.7 | O=C(O)COc1ccccc1/C=N/NC(=O)CSc1nc2ccccc2n1Cc1ccccc1
i | 31 | -1.2 | Cc1ccccc1OCC(=O)N/N=C/c1ccc(N(C)C)cc1
i | 12 | 1.8 | Cc1cc2sc3ccc(C#CC4(O)CCCCC4)cc3c(=O)c2cc1C
i | 25 | -0.3 | Cc1ccc(S(=O)(=O)N(Cc2cccc(C)c2)C(=O)N2CCN(C)CC2)cc1
. | 7 | -3.8 | COc1ccc(-n2sc3ccc(F)cc3c2=O)cc1
i | -1 | -0.8 | COc1ccc(C(=O)CCC(=O)Nc2cc(Cl)c(O)c(Cl)c2)cc1
i | 1 | -1.7 | O=C(/C=C/NCc1ccc(F)cc1)c1ccccc1
i | 3 | -0.6 | COc1ccc(/C=C/C(=O)OCC(=O)Nc2ccc(Cl)c(S(=O)(=O)N(C)C)c2)cc1OC
i | 8 | -2.4 | O=c1[nH]nc(Cc2ccccn2)c2ccccc12
i | 18 | -0.8 | COc1ccc(CC2SC(=Nc3ccc(F)cc3)NC2=O)cc1 (stereo not given)
i | -2 | 0.1 | CN1CCN(C2CCCCCC2)CC1
i | 4 | 3.1 | O=C(Nc1cccc(O)c1)c1cccc(S(=O)(=O)Nc2cccc(O)c2)c1
i | 42* | 6.6 | Cn1cccc1/C=C1\SC(=Nc2cccc(O)c2)NC1=O
i | 5 | 4.5 | CN(C)c1cc(NC(=O)CN2CCCC2)c2ccccc2n1
i | 9 | 0.1 | Nn1c(SCC(=O)Nc2ccc3c(c2)OCCO3)nnc(CCC(=O)O)c1=O
i | 4 | -0.9 | CC(C)C(=O)N=C1NC(=O)CS1
i | -1 | -0.5 | CCC(=O)NC(=S)Nc1ccc(-c2nc3ccccc3s2)cc1
i | 6 | -1.7 | COCCCNC(=O)Cn1nc(-c2ccccc2OC)ccc1=O
i | 23 | -0.8 | COc1ccc(-c2nc(CS(=O)CC(=O)NC3CCCC3)c(C)o2)cc1 (stereo not given)
. | 11 | -0.4 | COc1ccc(-c2c(-c3cc(OC)cc(OC)c3)n(C)c3ccc(-c4cnc(OC)nc4)cc23)cc1
i | 62* | -1.5 | CN=c1c([N+](=O)[O-])nn(-c2ccc3c(c2)OCCO3)n1O
i | 20 | -2.0 | COC(=O)c1ccc(OC)c(CSc2nnc(COc3ccc(Cl)cc3)o2)c1
i | 27 | -1.1 | CCOC(=O)/C(C#N)=C/C1=C(N2CCCC2)CC(C)(CC)OC1 (stereo not given)
i | 40 | -1.2 | Oc1ccc(N2CCN(c3ccnc4cc(Cl)ccc34)CC2)cc1
i | 13 | -1.3 | COc1ccc(Cc2nnc(NC(=O)c3cc(OC)cc(OC)c3)s2)cc1
i | 4 | 0.0 | O=c1c(=O)n(O)c2ccccc2n1O
i | 15 | -2.1 | CCCCn1c(N)c(N(CC(C)C)C(=O)CN(C)Cc2cccc(OC)c2)c(=O)[nH]c1=O
i | 15 | -1.6 | O=C(COC(=O)c1ccc(Cl)nc1)NCc1ccco1
i | 23 | 0.2 | O=C1CCc2cc(S(=O)(=O)NCCCC(=O)N3CCN(Cc4ccc5c(c4)OCO5)CC3)ccc2N1
i | 8 | -0.7 | CCc1ccc(-n2c(=O)c3ccccc3n(CC(=O)C(C)(C)C)c2=O)cc1
. | 6 | -0.9 | CN(CC(=O)Nc1cccc(F)c1)C(=O)c1cccc(N2C(=O)CCC2=O)c1
i | 6 | 0.2 | Cc1ccc(OCc2ccc(C(=O)N3CCCC3)o2)c([N+](=O)[O-])c1
i | 17 | 0.1 | Cc1ccc(S(=O)(=O)N2CCN(C(=O)N3CCCC3)CC2)cc1
i | 31 | 0.2 | CCn1c(SCC(=O)N/N=C/c2ccc(C)o2)nnc1-c1ccc(C(C)(C)C)cc1
i | 6 | -0.9 | COc1ccccc1N1CCN(CC(O)c2c(C)[nH]c3ccccc23)CC1 (stereo not given)
i | 15 | -0.3 | CC[n+]1c(/C=C2\C=C(C)CC(C)(C)C2)sc2ccccc21
i | 6 | -0.4 | Cc1ccc(CNC(=O)CCC(=O)N2CC(C)Oc3ccccc32)cc1 (stereo not given)
i | 17 | -0.9 | CCC1(C)CC(C(CC(=O)O)c2ccc(C)cc2)CCO1 (stereo not given)
i | -4 | 0.5 | On1c(-c2ccc(Cl)cc2Cl)nc2ncccc21
i | 28 | 2.3 | C=CCn1c(COc2ccccc2C)nnc1SCC(=O)O
. | 20 | -0.8 | COCc1c(C(=O)NC2CCCCC2)sc2cccc(F)c12
i | 2 | -0.7 | O=C(CCc1nnc2ccc(N3CCC4(CC3)OCCO4)nn12)NCc1ccccc1Cl
i | 7 | -1.9 | C#CCOCCOCCOCCNc1nc(N2CCN(C(=O)[C@H](CCCCN)n3cc(C(N)CO)nn3)CC2)nc(N2CCN(C(=O)[C@H](CCCCN)n3cc(C(N)COC(=O)C(F)(F)F)nn3)CC2)n1 (stereo not given in full)
i | 50* | 0.6 | CCn1c2ccccc2c2cc(NC(=O)CSc3nnc(-c4ccc(OC)cc4)n3N)ccc21
i | 2 | 0.3 | CC(NC(=O)COC(=O)CCc1nc2ccccc2c(=O)[nH]1)c1ccccc1 (stereo not given)
i | 13 | 0.1 | COc1ccc(CN(C)S(=O)(=O)c2nnc(NC(=O)c3cccc(C)c3)s2)cc1OC
i | 20 | -0.9 | C#CCn1c(=O)c2c(ncn2C)n(C)c1=O
. | 11 | -2.0 | CC(C)(CNS(=O)(=O)c1cccs1)N1CCOCC1
. | 17 | -0.7 | Cc1cccc(-n2c(CNC(=O)COc3ccccc3)nnc2SCC(=O)Nc2nccs2)c1
i | 10 | -1.8 | O=C(CSc1nnnn1Cc1ccccc1)NC1CCCCC1
i | 14 | -0.3 | CCc1ccc(C2NC(=S)NC3=C2C(=O)CCC3)cc1 (stereo not given)
i | 11 | -1.5 | Cc1ccc2nc(SCC(=O)N/N=C/c3ccc(C(=O)O)cc3)cc(C)c2c1
i | 24 | -0.2 | O=c1cc(-c2ccccc2)nc(SCc2ccc(F)cc2)[nH]1
i | 22 | -1.0 | CCC(C)n1c(=S)[nH]c2ccccc2c1=O (stereo not given)
i | -5 | -0.8 | Cc1ccc(C2CC(c3cccs3)=NN2C(=O)CSC2=NN3CCCC(=O)N=C3S2)cc1 (stereo not given)
i | 8 | 1.8 | Cc1ccc(S(=O)(=O)CCC(=O)OCc2ccccc2F)cc1
i | 10 | -1.6 | CN(C)c1ccc(/C=N/NC(=O)CN(c2ccccc2Cl)S(C)(=O)=O)cc1Br

Next results:
KCNQ2 block | OX1R FRET antag | STK33 kinase inh | canonical_smiles
i | 7 | -2.5 | Cc1ccc(NC(=O)CSc2nnc(NC(=O)c3ccc(S(=O)(=O)N4CCOCC4)cc3)s2)cc1
. | 9 | -0.5 | O=C(NCc1cccc(OC(F)(F)F)c1)c1ccc2c(c1)S(=O)(=O)c1cc(Cl)ccc1C2=O
i | -1 | -0.4 | Cc1ccc(C(=O)Cn2nnc(-c3ccccc3-n3cnnn3)n2)cc1
i | 3 | 0.3 | COc1cc2c(cc1OC)CN(Cc1ccc(OC)c(C)c1OC)CC2
-5.9* | 36 | 0.8 | CCOc1cc(CNc2ccccc2)cc(Br)c1OCC(=O)NC(C)(C)C
i | 0 | 0.4 | CCOC(=O)/C(C(=Nc1ccccc1)Nc1ccccc1)=C(\C)O
i | 21 | -1.6 | CCCC(=O)C1=C(O)C(C(=O)OC)C(C)(C)CC1=Nc1ccc(Br)cc1 (stereo not given)
i | 14 | -0.5 | COC(=O)c1c(NC(=O)CC2Nc3ccccc3NC2=O)sc(C)c1C (stereo not given)
i | 19 | -0.9 | CCOC(=O)c1c(NC(=O)CSc2nnc(-c3ccccc3)o2)sc(C(C)=O)c1C
i | -2 | 1.1 | COc1ccc2nc3c(cc2c1)c(NC(=O)C1CCCO1)nn3CC(C)C (stereo not given)
i | -3 | -1.2 | Cc1ccc(OCCn2c(SCCO)nc3c(N)ncnc32)cc1
i | 21 | -1.7 | COc1ccc(C(=S)N2CCOCC2)cc1OC(=O)c1cc(OC)c(OC)c(OC)c1
i | 8 | 6.6 | CCn1cc(C(=O)OCC(=O)Nc2c(C)cccc2C)c(=O)c2ccc(C)nc21
i | 19 | 0.7 | Cc1ccc(S(=O)(=O)N2CCCC(C(=O)NCC3CCCO3)C2)cc1 (stereo not given)
i | 23 | -0.1 | O=C(N/N=C/C=C/c1cccc([N+](=O)[O-])c1)C(O)c1ccccc1 (stereo not given)

Whole records, looked up by structure. Values in the order: KCNQ2 block | OX1R FRET antag | STK33 kinase inh
Cc1ccc(S(=O)(=O)N2CCCC(C(=O)NCC3CCCO3)C2)cc1 (stereo not given) as listed: i | 19 | 0.7
Cc1ccc(NC(=O)CSc2nnc(NC(=O)c3ccc(S(=O)(=O)N4CCOCC4)cc3)s2)cc1 as listed: i | 7 | -2.5
CCn1cc(C(=O)OCC(=O)Nc2c(C)cccc2C)c(=O)c2ccc(C)nc21 as listed: i | 8 | 6.6
Cc1ccc(OCCn2c(SCCO)nc3c(N)ncnc32)cc1 as listed: i | -3 | -1.2
COc1ccc2nc3c(cc2c1)c(NC(=O)C1CCCO1)nn3CC(C)C (stereo not given) as listed: i | -2 | 1.1

Next results follow:
KCNQ2 block | OX1R FRET antag | STK33 kinase inh | canonical_smiles
i | 11 | 0.4 | COC(=O)c1c(NC(=O)COC(=O)Cn2cnc3ccccc32)sc(C)c1C
-6.8* | 99* | -2.4 | O=S(=O)(NCCOc1ccccc1Cl)c1ccc2oc3ccccc3c2c1
i | 17 | 1.5 | CN1C(=O)C(O)(CC(=O)c2cccnc2)c2ccccc21 (stereo not given)
i | 19 | -0.1 | CC(=O)Nc1ccc(S(=O)(=O)NNC(=O)c2ccc([N+](=O)[O-])cc2)cc1
i | 26 | -1.0 | COc1cc2[nH]c(=O)n(CCCC(=O)NCCc3ccccc3)c(=O)c2cc1OC
i | 21 | -1.5 | CCCCn1c(C(C)NC(=O)COC)nc2ccccc21 (stereo not given)
i | 72* | 0.6 | COc1ccc(C(=O)Nc2cc3c(cc2OC)CCCC3)cc1Br
i | 3 | 23 | COc1ccc(Nc2ccnc(Nc3ccc(OC)cc3)n2)cc1
i | 36 | 0.2 | COCCSc1ccccc1C(=O)Nc1cc(C)ccn1
i | 11 | -0.4 | O=C(O)CC(C(=O)NC1CCCCC1)C1CCCO1 (stereo not given)
i | 4 | 0.0 | Cc1cc2nc(C3CCN(C(=S)NCC(C)C)CC3)[nH]c2cc1C
i | 16 | 0.6 | c1ccc(CCCCNCC2COc3ccccc3O2)cc1 (stereo not given)
i | 5 | -1.9 | Cc1cc(S(=O)(=O)N2CCOCC2)ccc1OCC(=O)NCc1ccco1
. | -1 | 1.5 | COc1ccc(-c2nnc(SCC(=O)NC(=O)Cc3ccccc3)n2C)cc1
i | 15 | -1.3 | CCOC(=O)n1c(=O)n(Cc2c(Cl)cccc2Cl)c2ccccc21

Sorted by formula weight (falling): four of the compounds above.
KCNQ2 block | OX1R FRET antag | STK33 kinase inh | canonical_smiles
i | 15 | -1.3 | CCOC(=O)n1c(=O)n(Cc2c(Cl)cccc2Cl)c2ccccc21
i | 36 | 0.2 | COCCSc1ccccc1C(=O)Nc1cc(C)ccn1
i | 21 | -1.5 | CCCCn1c(C(C)NC(=O)COC)nc2ccccc21 (stereo not given)
i | 17 | 1.5 | CN1C(=O)C(O)(CC(=O)c2cccnc2)c2ccccc21 (stereo not given)

The listing picks up, starting three compounds before the break.
KCNQ2 block | OX1R FRET antag | STK33 kinase inh | canonical_smiles
i | 5 | -1.9 | Cc1cc(S(=O)(=O)N2CCOCC2)ccc1OCC(=O)NCc1ccco1
. | -1 | 1.5 | COc1ccc(-c2nnc(SCC(=O)NC(=O)Cc3ccccc3)n2C)cc1
i | 15 | -1.3 | CCOC(=O)n1c(=O)n(Cc2c(Cl)cccc2Cl)c2ccccc21
i | 15 | 0.9 | CCCc1cc(=O)n2[nH]c(-c3cc(OC)c(OC)c(OC)c3)nc2n1
i | 3 | -1.3 | O=S(=O)(NC1CC1)c1ccc(S(=O)(=O)N2CCN3CCCC3C2)cc1 (stereo not given)
i | -8 | -1.6 | Cc1ccc(NC(=O)CSc2nccn2C)cc1F
i | 15 | -2.6 | O=C(Cc1ccccc1)Nc1c(C(=O)N2CCCCCC2)cnn1-c1ccccc1
i | 43 | -2.2 | CCOc1ccccc1N(CC(=O)NC1CCCCC1)S(=O)(=O)c1ccc(C)cc1
i | 16 | -2.6 | O=C(O)CCN1C(=O)C2C3C=CC(C3)C2C1=O (stereo not given)
i | 23 | 0.5 | Cc1ccccc1/C=C\c1nc2ccccc2c(=O)n1Cc1ccccc1
i | 15 | -0.6 | O=C(COC(=O)CN1C(=O)C2CCCCC2C1=O)NNC(=O)c1ccc(Cl)cc1 (stereo not given)
i | -2 | 0.0 | O=C(Nc1cccc(F)c1)C1CCCN(S(=O)(=O)c2cnc[nH]2)C1 (stereo not given)
i | 9 | 1.2 | COCCN(C(=O)COC(=O)c1oc2ccc(OC)cc2c1C)c1c(N)n(Cc2ccccc2)c(=O)[nH]c1=O
i | 15 | -0.3 | CCOC(=O)N1CCC(NC(=O)Cn2cccc2C(=O)c2ccccc2)CC1
i | 11 | -1.1 | CCCC(=O)NC(=S)Nc1ccc(NC(=O)C(C)C)c(OC)c1
i | 10 | -1.2 | CC1(C)Cc2ccccc2-c2nnc(SCC(=O)N3CCc4ccccc43)n21
i | 41 | -0.1 | COc1c(C)cc(Br)cc1C(=O)Nc1ccc(Cc2ccncc2)cc1

From PubChem
